SENP6 block: blocks the human protease SENP6. Q9GZR1. Recombinant SENP6 catalytic domain, aminoluciferin luminescence. inhibition, % at 10 µM. actives 1.8% (n = 330,000);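 active = inhibition above about 50% at the single tested dose, limit read from the data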;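 note: plate controls were DMSO wells with enzyme for no effect and DMSO wells lacking enzyme for full effect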
PfGluPho inh: PfG6PD (Plasmodium falciparum) enzyme inhibition | PfGluPho enzyme, NADPH resazurin-diaphorase fluorescence | inhibition, % at 20 µM | actives 0.78% (n = 350,000) | AID 504690;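 active = inhibition reaching at least a set limit at 20 µM in the primary screen, cut at about 59% in these data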;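 note: 0% = DMSO wells with substrate and 100% = DMSO wells lacking glucose-6-phosphate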
NR3A LBD binder: modulators (binders) of human NR3A ligand-binding domain. NR3A LBD differential scanning fluorimetry, Tm shift; 0% = protein alone, 100% = glycine-bound protein. Tm shift relative to glycine control, % at 25 µM. actives 2.5% (n = 340,000). AID 1259313;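 active = melting temperature shift of at least 10% of the positive control shift, at one fixed dose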
ATG4B inh: ATG4B (human) cysteine protease inhibition | Q9Y4P1 | ATG4B cleavage of LC3-PLA2, NBD-HPC fluorescence, 1 h | inhibition, % at 8.33 µM | actives 0.51% (n = 340,000); in the data active = inhibition above about 40%
Target sequence (Q9Y4P1 whole entry, looked up): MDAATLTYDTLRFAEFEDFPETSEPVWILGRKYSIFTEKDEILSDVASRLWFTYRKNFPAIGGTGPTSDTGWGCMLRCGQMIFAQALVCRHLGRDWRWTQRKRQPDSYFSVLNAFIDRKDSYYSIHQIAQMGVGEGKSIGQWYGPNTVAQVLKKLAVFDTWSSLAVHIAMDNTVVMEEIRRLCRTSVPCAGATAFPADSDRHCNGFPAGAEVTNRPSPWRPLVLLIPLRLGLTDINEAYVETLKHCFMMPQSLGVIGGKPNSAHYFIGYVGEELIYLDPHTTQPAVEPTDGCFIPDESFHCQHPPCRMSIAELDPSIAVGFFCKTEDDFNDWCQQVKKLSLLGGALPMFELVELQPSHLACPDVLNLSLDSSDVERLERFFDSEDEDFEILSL
SENP1 FRET inh: blocks the human SENP1 SUMO protease catalytic domain | actives 0.21% (n = 360,000) | recombinant SENP1 catalytic domain, CyPet-SUMO1-YPet FRET cleavage | AID 624204 | inhibition, % at 10 µM | Q9P0U3;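 active = inhibition at least 30% at 10 µM, raw YFP signal under a set limit, fluorescence ratio 0.5 to 1.5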;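 note: 0% = enzyme with DMSO and 100% = no enzyme wells; some results filed as inactive read as strong as hits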
Target sequence (Q9P0U3 419-644 limits assumed): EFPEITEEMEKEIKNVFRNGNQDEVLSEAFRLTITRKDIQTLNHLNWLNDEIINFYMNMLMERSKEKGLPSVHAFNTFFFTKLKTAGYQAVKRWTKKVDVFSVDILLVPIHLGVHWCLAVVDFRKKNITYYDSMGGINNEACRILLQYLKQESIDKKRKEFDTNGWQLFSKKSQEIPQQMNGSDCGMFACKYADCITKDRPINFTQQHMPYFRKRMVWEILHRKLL
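system = hSENP1 catalytic domain, recombinant | reagent = SFCypet-SUMO1-SFYpet substrate at 25 nM | doses = one dose per compound, 10 µM, 0.5% DMSO | incubation = enzyme reaction for 50 min at room temperature, dark | measured by = FRET, CFP and YFP emission | controls = no-enzyme low, enzyme-DMSO high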
hIAP act: human IAP activation | AID 2524 | activation factor at 10 µM | purified human IAP, CDP-Star luminescence, 30 min; hits give high values; 1 = vehicle-only enzyme, 0 = enzyme-free background | P09923 | actives 0.16% (n = 330,000);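 active = activation factor of the enzyme at least 2-fold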; note: the source names both 10 and 20 µM as test concentration; values of inactives mirror those of a sister screen read the other way
SENP8 block: SENP8 (human) protease inhibition; Q96LD8; recombinant SENP8, Nedd8 substrate fluorescence; inhibition, % at 20 µM; actives 0.64% (n = 360,000); AID 602440; in the data active = inhibition mostly above about 40%, no sharp cut-off; inactive = mostly below about 27%
Target sequence (Q96LD8 whole entry, looked up): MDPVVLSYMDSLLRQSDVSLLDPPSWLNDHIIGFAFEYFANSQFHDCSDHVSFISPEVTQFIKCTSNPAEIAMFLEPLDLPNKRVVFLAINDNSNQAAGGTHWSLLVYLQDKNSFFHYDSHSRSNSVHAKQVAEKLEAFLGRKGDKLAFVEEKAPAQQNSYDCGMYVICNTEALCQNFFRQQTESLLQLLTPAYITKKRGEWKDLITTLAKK
MPTP inh: blocks calcium-induced mitochondrial swelling; isolated mouse mitochondria, Ca2+ swelling absorbance, 30 min; inhibition, % at 10 µM; actives 1.4% (n = 360,000);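 active = inhibition of 50% or more, scaled per plate between neutral and stimulator controls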;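 note: 0% = DMSO wells given calcium and 100% = 1 mM EGTA wells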
Active calls of the source: *; & = joins results of further samples.

For O=C(C1=C(O)C(=O)N(CC2CCCO2)C1c1ccccc1F)c1ccco1 (configuration not stated) the results were SENP6 block -1.5, PfGluPho inh 10.5, NR3A LBD binder 1.3, ATG4B inh 3.5, SENP1 FRET inh -1.2, hIAP act 0.898, SENP8 block -8.5 and MPTP inh -1.2.
Cc1ccc(C)c(NC(=S)N/N=C2/CCCCc3ccccc32)c1 was read as SENP6 block 5.4, PfGluPho inh -8.4, NR3A LBD binder -0.7, ATG4B inh 12.7, SENP1 FRET inh 0.4, hIAP act 1.11, SENP8 block 21.7 and MPTP inh 2.4.
`O=C(Cc1cccc(NC(=O)C2CCCN(C(=O)c3ccccc3)C2)c1)Nc1ccc(C(=O)N2CCOCC2)cc1` (configuration not stated) gave PfGluPho inh -2.9, NR3A LBD binder 1.2, ATG4B inh -6.1, SENP1 FRET inh -1.2, SENP8 block 16.7 and MPTP inh -1.5.
For C#CCOCCOCCOCCNc1nc(N2CCN(C(=O)[C@H]([C@@H](C)CC)n3cc(CCCN=C(N)N)nn3)CC2)nc(N2CCN(C(=O)[C@H]([C@@H](C)CC)n3cc(CCC(=O)O)nn3)CC2)n1 the results were PfGluPho inh 14.4, NR3A LBD binder 2.3, ATG4B inh -2.1, SENP1 FRET inh 2.0, SENP8 block 13.6 and MPTP inh -0.5.
`Cc1c(CC(=O)NCCC(C)C)c(=O)oc2cc3c(cc12)CCC(C)(C)O3` gave SENP6 block -22.2, PfGluPho inh -4.1, NR3A LBD binder 0.6, ATG4B inh 8.0, SENP1 FRET inh 2.2, hIAP act 1.24, SENP8 block -296.0 and MPTP inh -0.4.
For COc1cc(/C=C/C(=O)OCC(=O)NCCN2C(=O)CSC2=O)ccc1OC(F)F the results were SENP6 block -0.5, PfGluPho inh 8.4, NR3A LBD binder 1.2, ATG4B inh -5.4, SENP1 FRET inh 3.5, hIAP act 0.873, SENP8 block -29.2 and MPTP inh 0.6.
Screening CCOC(=O)c1ccc(S(=O)(=O)N2CCN(CC3CC=CCC3)CC2)cc1 (configuration not stated) returned SENP6 block 1.2, PfGluPho inh 17.8, NR3A LBD binder 4.2, ATG4B inh 1.1, SENP1 FRET inh -0.4, hIAP act 1.07, SENP8 block 16.0 and MPTP inh 8.2.
C/C(=N\NC(=O)c1cc(-c2ccc(Br)s2)[nH]n1)c1ccncc1 was read as SENP6 block -14.0, PfGluPho inh -10.9, NR3A LBD binder 5.5, ATG4B inh -4.4, SENP1 FRET inh 1.0, hIAP act 1.54, SENP8 block 9.0 and MPTP inh -1.2.
O=C(CSc1ccc2ccccc2c1Br)Nc1cccc(S(=O)(=O)NC2=NCCCCC2)c1 was read as SENP6 block -18.7, PfGluPho inh -21.2, NR3A LBD binder 11.6*, ATG4B inh 4.1, SENP1 FRET inh 0.8, hIAP act 1.16, SENP8 block 3.5 and MPTP inh 3.5.
`O=S(=O)(Nc1n[nH]c(C(F)(F)F)n1)c1ccccc1` gave SENP6 block 23.2, PfGluPho inh -3.2, NR3A LBD binder -16.9, ATG4B inh 5.1, SENP1 FRET inh 1.6, hIAP act 1.1, SENP8 block 21.1 and MPTP inh 0.0.
Screening Cc1ccc(S(=O)(=O)NC(=O)NC(C)(C)C)cc1 returned SENP6 block 3.6, PfGluPho inh -12.0, NR3A LBD binder -0.1, ATG4B inh -7.4, SENP1 FRET inh 0.9, hIAP act 0.914, SENP8 block 5.4 and MPTP inh -0.2.
Screening O=C(CS(=O)(=O)c1c[nH]c2ccccc12)N1CCCCC1 returned SENP6 block -19.3, PfGluPho inh -3.1, NR3A LBD binder 1.6, ATG4B inh -13.1, SENP1 FRET inh 0.3, hIAP act 1.12, SENP8 block 5.9 and MPTP inh -0.2.

Two compounds picked at random from those above, as already listed:
Screening CCOC(=O)c1ccc(S(=O)(=O)N2CCN(CC3CC=CCC3)CC2)cc1 (configuration not stated) returned SENP6 block 1.2, PfGluPho inh 17.8, NR3A LBD binder 4.2, ATG4B inh 1.1, SENP1 FRET inh -0.4, hIAP act 1.07, SENP8 block 16.0 and MPTP inh 8.2.
`Cc1c(CC(=O)NCCC(C)C)c(=O)oc2cc3c(cc12)CCC(C)(C)O3` gave SENP6 block -22.2, PfGluPho inh -4.1, NR3A LBD binder 0.6, ATG4B inh 8.0, SENP1 FRET inh 2.2, hIAP act 1.24, SENP8 block -296.0 and MPTP inh -0.4.

The listing continues:
Screening COc1ccc(NC(=O)C/C(C)=N/NC(=O)c2cnccn2)c(OC)c1 returned SENP6 block -20.4, PfGluPho inh 1.0, NR3A LBD binder 0.6, ATG4B inh -6.3, SENP1 FRET inh 0.2, hIAP act 1.15, SENP8 block 9.6 and MPTP inh 0.4.
`c1cc(CNC2=NCCCCC2)ccn1` gave SENP6 block -7.0, PfGluPho inh -9.3, NR3A LBD binder 0.3, ATG4B inh -2.2, SENP1 FRET inh -1.3, hIAP act 0.99, SENP8 block 14.7 and MPTP inh -2.3.
For Cc1ccc(NC(=O)CC2C(=O)N(Cc3ccccc3)C(=S)N2NC(=O)c2cccc(F)c2)c(C)c1 (configuration not stated) the results were SENP6 block -0.4, PfGluPho inh -16.2, NR3A LBD binder 19.1*, ATG4B inh -10.3, SENP1 FRET inh 1.5, hIAP act 0.969, SENP8 block 17.9 and MPTP inh 29.3.
Screening COc1ccc(N(C(C)C(=O)N/N=C/c2cc(Br)c(C)o2)S(C)(=O)=O)cc1 (configuration not stated) returned SENP6 block 2.2, PfGluPho inh -10.9, NR3A LBD binder -0.8, ATG4B inh 0.9, SENP1 FRET inh 1.4, hIAP act 0.871, SENP8 block 18.4 and MPTP inh 2.1.
For CN(CCc1ccccc1)C(=O)c1ccc(NC(=O)Cc2cccc(NC(=O)C3CCN(C(=O)C4CCC4)CC3)c2)cc1 the results were PfGluPho inh -8.8, NR3A LBD binder -4.2, ATG4B inh -8.7, SENP1 FRET inh -0.3, SENP8 block 12.1 and MPTP inh 0.2.
For CCC(C)Sc1cccc(-c2nc3cc(C)ccn3c2NC2CCCCC2)c1 (configuration not stated) the results were SENP6 block -0.4, PfGluPho inh 8.3, NR3A LBD binder -14.3, ATG4B inh 16.9, SENP1 FRET inh -13.1&-4.8, hIAP act 0.936, SENP8 block inactive and MPTP inh 30.1&11.9.
Screening CCC/C=C/c1ccc(CN2C(C)C(=O)N(Cc3cn(CCC4OCCCO4)nn3)CCS2(=O)=O)cc1 (configuration not stated) returned PfGluPho inh -2.5, SENP1 FRET inh 2.4, SENP8 block 15.6 and MPTP inh -0.7.
Fc1ccc(OCc2nn3c(Cn4nnc5ccccc54)nnc3s2)cc1 was read as SENP6 block -14.8, PfGluPho inh 57.3, NR3A LBD binder 2.4, ATG4B inh -14.6, SENP1 FRET inh -2.9, hIAP act 0.962, SENP8 block -4.0 and MPTP inh -0.3.
CCOC(=O)[C@@H]1[C@H]2COc3cc(OC)ccc3[C@@H]2N2C(=O)N(c3ccc(OC)cc3)C(=O)[C@@]12C was read as SENP6 block -7.1, PfGluPho inh -1.1, NR3A LBD binder -2.1, ATG4B inh -5.6, SENP1 FRET inh -2.8, hIAP act 0.769, SENP8 block 2.9 and MPTP inh -0.6.
Screening COc1cc(OC)c(N(C)S(=O)(=O)c2cccc(C(=O)OCC(=O)N(C)C3CCCCC3)c2)cc1Cl returned PfGluPho inh 11.0, NR3A LBD binder 3.2, ATG4B inh -19.7, SENP1 FRET inh 2.1, SENP8 block 14.6 and MPTP inh 1.3.
`CN(Cc1ccc(F)cc1)C(=O)CNC(=O)c1ccc2c(c1)OCO2` gave SENP6 block 5.2, PfGluPho inh -0.3, NR3A LBD binder -0.6, ATG4B inh 17.8, SENP1 FRET inh 1.1, hIAP act 0.988, SENP8 block 2.6 and MPTP inh 1.0.
`COCCNC(=O)CN(C(=O)Cn1nnc2ccccc21)c1ccccc1C` gave SENP6 block 0.7, PfGluPho inh -11.6, NR3A LBD binder -0.8, ATG4B inh -2.0, SENP1 FRET inh 0.7, hIAP act 1.05, SENP8 block 13.2 and MPTP inh 0.6.
CCN(CC(=O)Nc1c(F)cccc1F)C(=O)Cc1cccs1 was read as PfGluPho inh -4.0, NR3A LBD binder -0.9, ATG4B inh -5.5, SENP1 FRET inh 0.0, SENP8 block 19.5 and MPTP inh -0.1.
`Nc1c(N(Cc2ccco2)C(=O)COc2ccccc2)c(=O)[nH]c(=O)n1Cc1ccccc1` gave SENP6 block -1.1, PfGluPho inh 6.9, NR3A LBD binder 2.2, ATG4B inh -0.9, SENP1 FRET inh -3.6, hIAP act 0.925, SENP8 block -6.1 and MPTP inh -0.4.
Screening COc1ccc(N2C(=O)CC(Nc3ccc(N4CCOCC4)cc3)C2=O)c(OC)c1 (configuration not stated) returned SENP6 block 0.9, PfGluPho inh 42.2, NR3A LBD binder 2.3, ATG4B inh 5.7, SENP1 FRET inh 2.1, hIAP act 0.881, SENP8 block 18.8 and MPTP inh 0.0.
Screening O=C(NCc1ccccn1)c1ccc(CNS(=O)(=O)c2ccc(F)cc2)cc1 returned SENP6 block -14.8, PfGluPho inh -6.3, NR3A LBD binder 8.0, ATG4B inh -10.3, SENP1 FRET inh 1.0, hIAP act 0.87, SENP8 block 7.0 and MPTP inh -0.5.
O=C(Nc1cccc(S(=O)(=O)N2CCOCC2)c1)c1cccc(S(=O)(=O)N2CCCC2)c1 was read as SENP6 block -11.7, PfGluPho inh 14.3, NR3A LBD binder 0.6, ATG4B inh -10.0, SENP1 FRET inh -1.4, hIAP act 1.05, SENP8 block 8.7 and MPTP inh -1.0.
`CCOc1ccc(C(C(=O)NC(C)(C)C)N(CCOC)C(=O)CCC(=O)Nc2nccs2)cc1` (configuration not stated) gave SENP6 block -13.1, PfGluPho inh 4.0, NR3A LBD binder -3.0, ATG4B inh -4.9, SENP1 FRET inh -1.6, hIAP act 1.14, SENP8 block 6.5 and MPTP inh 0.9.
CSc1nc(SC(C)C(=O)O)c2c3c(sc2n1)COC(C)(C)C3 (configuration not stated) was read as SENP6 block -10.0, PfGluPho inh -12.6, NR3A LBD binder 0.6, ATG4B inh -3.5, SENP1 FRET inh 4.0, hIAP act 0.959, SENP8 block -49.4 and MPTP inh 0.6.
COC(=O)c1c(NC(=O)c2ccccc2C(=O)O)sc2c1CCC2 was read as SENP6 block 20.5, PfGluPho inh -24.8, NR3A LBD binder -0.2, ATG4B inh -1.9, SENP1 FRET inh -7.7, hIAP act 0.899, SENP8 block -37.9 and MPTP inh 0.5.
Screening CS(=O)(=O)c1cccc(NC(=O)CSc2nnc3n2CCCCC3)c1 returned SENP6 block 10.3, PfGluPho inh 5.7, NR3A LBD binder 2.5, ATG4B inh -24.8, SENP1 FRET inh 2.0, hIAP act 0.833, SENP8 block 12.4 and MPTP inh -0.5.
Cc1nnc(NS(=O)(=O)c2ccc(Br)cc2)s1 was read as SENP6 block 9.7, PfGluPho inh -17.1, NR3A LBD binder -2.8, ATG4B inh 4.5, SENP1 FRET inh 0.0, hIAP act 1.12, SENP8 block -1.2 and MPTP inh 0.1.
Screening CCOC(=O)C1CCN(c2cc3c(cc2NC(=O)c2ccc(OC)c(OC)c2)n(C)c(=O)n3C)CC1 returned SENP6 block -1.5, PfGluPho inh 19.2, NR3A LBD binder 0.7, ATG4B inh -0.4, SENP1 FRET inh -3.7, hIAP act 1.33, SENP8 block -39.9 and MPTP inh -1.2.
Cc1ccc(NS(=O)(=O)c2ccc(C(=O)NCCCN3CCCC3=O)cc2)cc1 was read as SENP6 block -16.5, PfGluPho inh -16.1, NR3A LBD binder -0.5, ATG4B inh -6.4, SENP1 FRET inh 1.5, hIAP act 1.14, SENP8 block 10.0 and MPTP inh -1.0.
For COCCCNC(=S)NNC(=O)c1ccc(S(=O)(=O)N2CCC(C)CC2)cc1 the results were SENP6 block -4.0, PfGluPho inh 0.3, NR3A LBD binder 7.3, ATG4B inh -2.9, SENP1 FRET inh -0.3, hIAP act 1.52, SENP8 block -12.9 and MPTP inh -1.1.
Screening Cc1ccc2nc(NC(=O)CSc3nnc(C)c(=O)n3N)sc2c1 returned SENP6 block 41.0, PfGluPho inh -9.1, NR3A LBD binder 1.3, ATG4B inh 8.7, SENP1 FRET inh -2.4, hIAP act 0.947, SENP8 block 8.7 and MPTP inh -0.4.

Screening results: PubChem BioAssay, Sanford-Burnham Center for Chemical Genomics
